MEKK2wt PB1 HTS: raises or lowers MEK5 binding to wildtype human MEKK2 PB1 domain; Q9Y2U5; bead flow cytometry, Alexa488-MEK5 binding to MEKK2 WT; actives lie on both sides; binding response (% of control), % at 10 µM; hit rate 1.1% among 290,000; in the data active = binding response below about 67% or above about 130%
PHOSPHO1 inh: blocks human PHOSPHO1 phosphatase activity | AID 1565 | Q8TCT1 | recombinant PHOSPHO1, absorbance phosphatase assay | hit rate 1.1% among 290,000 | inhibition, % at 13.3 µM; in the data active = inhibition above about 60%
V1R ag counter: counter-screen for oxytocin receptor agonists: human V1a receptor agonists. P37288. activation, % at 3 µM. hit rate 0.25% among 320,000. CHO-V1R cells, Fluo-8 calcium fluorescence, agonist mode; 0% DMSO, 100% 3 nM vasopressin. AID 2797;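 active = activation above the mean activation of all tested compounds plus 3 SD, per screening run, cut at about 20% in these data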;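 note: signal is peak over basal fluorescence ratio across a 100 second FLIPR read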
Target sequence (P37288 whole entry, looked up): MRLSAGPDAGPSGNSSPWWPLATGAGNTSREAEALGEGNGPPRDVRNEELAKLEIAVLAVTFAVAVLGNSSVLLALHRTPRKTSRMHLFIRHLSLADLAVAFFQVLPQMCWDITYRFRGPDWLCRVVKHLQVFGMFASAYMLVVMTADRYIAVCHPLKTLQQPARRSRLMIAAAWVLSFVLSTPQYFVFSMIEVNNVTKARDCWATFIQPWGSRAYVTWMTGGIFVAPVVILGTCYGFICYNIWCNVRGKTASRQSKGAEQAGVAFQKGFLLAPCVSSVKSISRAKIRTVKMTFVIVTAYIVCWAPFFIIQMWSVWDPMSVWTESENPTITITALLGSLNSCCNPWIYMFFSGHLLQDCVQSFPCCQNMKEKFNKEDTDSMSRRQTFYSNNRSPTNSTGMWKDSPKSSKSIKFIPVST
GalR3 antag: blocks the human galanin receptor 3; AID 651719; hit rate 0.44% among 360,000; HEK293 GalR3-CNG cAMP membrane potential fluorescence; galR3 body fused to GalR1 C-terminus; O60755; inhibition, % at 3 µM;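 active = inhibition above the screen-wide average plus 3 SD, cut at about 13% in these data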;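 note: forskolin and galanin both at EC90 stimulate the cells; cAMP rise reported by CNG channel membrane potential dye signal; 0% = forskolin plus galanin with DMSO and 100% = forskolin alone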
Target sequence (O60755 1-299 limits assumed): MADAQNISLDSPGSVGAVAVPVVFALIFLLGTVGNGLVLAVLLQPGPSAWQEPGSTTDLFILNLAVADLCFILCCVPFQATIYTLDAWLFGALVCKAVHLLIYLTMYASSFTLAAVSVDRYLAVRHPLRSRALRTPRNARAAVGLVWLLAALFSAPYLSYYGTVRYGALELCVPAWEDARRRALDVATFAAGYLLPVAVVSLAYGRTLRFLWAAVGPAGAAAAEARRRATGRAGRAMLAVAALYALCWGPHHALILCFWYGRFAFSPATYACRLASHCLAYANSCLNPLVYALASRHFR
MEKK3 PB1 HTS: modulators (inhibitors or enhancers) of MEK5 binding to human MEKK3 PB1 domain; AID 1529; hit rate 1.4% among 290,000; bead-based flow cytometry, Alexa488-MEK5 binding to MEKK3; actives lie on both sides; 0 = blocked by unlabeled MEK5, 100 = vehicle; binding response (% of control), % at 10 µM;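 active = binding response more than 3 SD above or below the average of its plate-row segment, actives on both sides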;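 note: Alexa488 bead fluorescence after subtracting the streptavidin-only scavenger bead signal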
OXTR agonist: human OXTR agonism; P30559; CHO-OTR cells, Fluo-8 calcium fluorescence; normalized: DMSO 0%, oxytocin 100%; activation, % at 3 µM; hit rate 0.32% among 320,000;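 active = activation above the mean of all tested compounds plus 3 SD, cutoff set per screening run, cut at about 20% in these data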;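 note: peak over basal fluorescence ratio from a 100 s FLIPR kinetic read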
MEKK2 mut-MEK5: signal of MEK5 binding to mutant human MEKK2 PB1 domain. bead flow cytometry, Alexa488-MEK5 binding to MEKK2 mutant. percent response, % at 10 µM. hit rate 0.35% among 290,000. AID 1530; in the data active = percent response above about 24%, passing the limit was not always enough; note: inactives centre near 1; some results filed as inactive read as strong as hits; reference of the scale not given here
NALP1 yeast inh: inhibitors of NALP1 inflammasome in yeast | hit rate 0.61% among 280,000 | S. cerevisiae NALP1/ASC/caspase-1 growth, X-gal OD620, 72 h | inhibition, % at 10 µM; in the data active = inhibition mostly above about 24%, no sharp cut-off; inactive = mostly below about 32%; note: some compounds called inactive have numbers as strong as hits
GPR7 antag: antagonists of human GPR7 (neuropeptides B/W receptor 1). P48145. GPR7-expressing cells, fluorescence antagonist assay. inhibition, % at 4.4 µM. hit rate 1.1% among 290,000; in the data active = inhibition above about 16%, passing the limit was not always enough;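 note: cells stimulated with the agonist NPW; 0% = agonist with vehicle and 100% = vehicle without agonist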
Target sequence (P48145 whole entry, looked up): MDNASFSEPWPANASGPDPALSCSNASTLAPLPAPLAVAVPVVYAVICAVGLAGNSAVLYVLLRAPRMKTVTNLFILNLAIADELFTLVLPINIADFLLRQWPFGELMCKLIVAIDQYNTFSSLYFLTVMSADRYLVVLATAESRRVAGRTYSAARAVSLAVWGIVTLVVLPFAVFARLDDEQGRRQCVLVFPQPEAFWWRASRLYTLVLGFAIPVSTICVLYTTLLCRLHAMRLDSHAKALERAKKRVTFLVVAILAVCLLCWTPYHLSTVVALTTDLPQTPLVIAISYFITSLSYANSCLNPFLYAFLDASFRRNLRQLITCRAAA
Starred values were filed as active, the others as inactive; · = no result given; & = joins results of further samples.

SMILES,MEKK2 mut-MEK5,OXTR agonist,PHOSPHO1 inh,MEKK3 PB1 HTS,NALP1 yeast inh,GPR7 antag,GalR3 antag,V1R ag counter,MEKK2wt PB1 HTS
CCCCNC(=O)C(NS(=O)(=O)c1cccc2nsnc12)c1ccccc1 (configuration not stated),-1,-2.5,-32,94,10,-1,0,-0.9,96
CCC(=O)NC(c1ccccc1OC)c1ccc2cccnc2c1O (configuration not stated),7,-1.5,6,107,-62,14,·,0.0,104
CCOC(=O)Cc1csc(NC(=S)NC(=O)c2cc(OC)c(OC)c(OC)c2)n1,0,-0.7,-17,100,·,-15,1,0.0,98
O=C(c1ccco1)N1CCN(S(=O)(=O)c2ccc(Br)cc2)CC1,3,-0.3,35,108,-63,-8,-12,-1.0,105
CS(=O)(=O)Nc1ccccc1C(=O)NCc1ccccc1Cl,0,-0.7,-4,99,11,1,-5,0.2,99
Brc1ccc(Cn2c(-c3ccc(Br)o3)nc3ccccc32)o1,-2,·,17,89,25,-2,-12,·,92
CC1Cc2ccccc2N1c1nc(C2CC2)nc2c1nnn2Cc1ccccc1 (configuration not stated),4,-0.9,-6,106,-4,-13,-2,0.4,97
O=C(NC1CCCN(Cc2ccc(Cl)cc2)C1)c1ccoc1 (configuration not stated),4,-0.6,8,103,12,1,-5,0.6,103
O=C(NC1CCNCC1)C1CCCCC1,3,-0.3,45,100,6,-8,-5,1.2,107
COc1ccc(S(=O)(=O)N2C3CCC2CC(NC(=O)C2CC2)C3)cc1 (configuration not stated),-5,-0.7,10,85,14,-8,-3,-0.2,92
COc1ccc(CCN(C)C(=O)C2CCN(Cc3ccc(C)cc3)CC2)cc1OC,-7,0.0,37,97,8,-3,-5,1.1,94
CCOc1cc(C2CC(=O)NC(SCC)=C2C#N)ccc1O (configuration not stated),-2,2.1,-9,101,14,-8,0,-0.8,107
Cc1cc(S(=O)(=O)NCCN2CCOCC2)c(C)s1,5,-0.2,1,104,·,-2,-6,-0.8,101
CCOC(=O)C(NS(=O)(=O)c1ccccc1)(C(F)(F)F)P(=O)(OCC(C)C)OCC(C)C (configuration not stated),-1,0.2,44,99,34*,-10,-3,-0.2,98
CN(C)/C=C/C(=O)c1ccc(F)cc1F,0,-1.1,-3,102,4,-8,8,0.3,103
COc1ccc(N=C2NC(=O)S/C2=C\c2ccc(N(C)C)cc2)cc1,0,18,16,96,19,4,-1,21*,82
CCCNC(=O)C(=O)NCC(c1ccc2c(c1)OCO2)N1CCN(c2ccc(F)cc2)CC1 (configuration not stated),2,-0.7,22,100,-9,-3,2,-0.5,100
N#CCCN(Cc1cccnc1)C(=S)NC(=O)c1ccc(S(=O)(=O)N2CCCC2)cc1,-1,1.6,-76,111,3,-3,-4,0.3,107
C=CCn1c(=N)c(C(=O)NCCCOC)cc2c(=O)n3cc(C)ccc3nc21,·,0.5,0,·,12,-6,0,0.2,·
Cc1nc(CS(=O)(=O)c2ccccc2)cc(Sc2ccc(Cl)cc2Cl)n1,2,0.8,-6,99,32,-6,-2,1.1,102
CC(NC(=O)c1ccc(Cn2cc([N+](=O)[O-])cn2)o1)c1ccccc1 (configuration not stated),1,0.3,52,102,8,-5,-3,0.2,103
CCOc1ccc(C(=O)OC(C)CN2CCCCC2)cc1 (configuration not stated),3,-1.1,19,102,18,-8,-8,0.7,106
O=C(NCCN1CCCCC1)/C(=N\O)c1ccccc1,0,0.4,16,96,20,-6,-4,1.1,97
O=C(c1cccs1)N1CCN(c2ccc([N+](=O)[O-])cc2F)CC1,3,7.2,44,96,6,5,-6,6.9,96

Part of the list above in order of heavy-atom count, rising:
SMILES,MEKK2 mut-MEK5,OXTR agonist,PHOSPHO1 inh,MEKK3 PB1 HTS,NALP1 yeast inh,GPR7 antag,GalR3 antag,V1R ag counter,MEKK2wt PB1 HTS
Cc1cc(S(=O)(=O)NCCN2CCOCC2)c(C)s1,5,-0.2,1,104,·,-2,-6,-0.8,101
Cc1nc(CS(=O)(=O)c2ccccc2)cc(Sc2ccc(Cl)cc2Cl)n1,2,0.8,-6,99,32,-6,-2,1.1,102
CCCNC(=O)C(=O)NCC(c1ccc2c(c1)OCO2)N1CCN(c2ccc(F)cc2)CC1 (configuration not stated),2,-0.7,22,100,-9,-3,2,-0.5,100

Carrying on:
SMILES,MEKK2 mut-MEK5,OXTR agonist,PHOSPHO1 inh,MEKK3 PB1 HTS,NALP1 yeast inh,GPR7 antag,GalR3 antag,V1R ag counter,MEKK2wt PB1 HTS
CC(C)(C)NCCOc1ccc2ccccc2c1,1,0.6,10,100,6,-4,-7,-0.9,105
Cc1ccc(S(=O)(=O)n2c([N+](=O)[O-])cnc2C)cc1C,0,0.8,47,97,-6,-8,10,-0.3,95
O=C(Nc1ncccn1)c1cc(-c2cccc(Br)c2)nc2ccccc12,-3,1.7,-14,93,43,5,-3,1.7,90
CCOc1ccccc1C(=O)NC1CC2CCCC(C1)N2Cc1ccccc1 (configuration not stated),4,-0.5,10,111,6,3,10,-0.6,110
CC(C)(C)c1ccc(C(=O)Nc2cccc([N+](=O)[O-])c2)cc1,2,-1.4,-3,113,26,-4,7,1.2,106
O=c1c2c([N+](=O)[O-])cc([N+](=O)[O-])cc2sn1-c1ccc(Br)cc1,1,-0.7,89*,102,26,0,·,-0.7,107
CCOC(=O)c1[nH]c(C)c(C(=O)N(C)Cc2ccccc2)c1C,9,1.1,23,110,-5,3,-7,-0.1,112
Cc1ccc(NC(=O)CN(C)C(=O)CCC(=O)c2cccs2)cc1,29,-0.7,-1,105,25,-11,5,-1.1,128
CCOc1ccc(CCNC(=O)c2ccc3c(c2)NC(=O)C2CCCN32)cc1OCC (configuration not stated),0,-1.2,33,98,12,7,·,-0.1,96
Cc1nc(CSc2nc3[nH]ncc3c(=O)n2-c2ccccc2)cs1,2,-0.9,11,91,-15,-7,-2,0.1,100
CC(C)(C)[C@H]1C=C(C(=O)N2CCN(Cc3ccc4c(c3)OCO4)CC2)O[C@@H](OCCCCO)C1,10,6.3,32,60,-2,6,-6,-0.2,60
O=C(Nc1ccnc(-c2cccnc2)n1)c1ccc(F)cc1,-8,-0.1,44,91,12,-5,·,-0.1,88
O=C(O)CN=CC1=C(O)CC(c2ccccc2)CC1=O (configuration not stated),0,0.1,·,104,18,14,-9,0.6,105
CCn1c(=N)n(CC(=O)c2ccc(OC)cc2)c2ccccc21,-6,-1.4,14,94,-14,7,-2,0.1,96
CSc1nc(NC(C)=O)nc(C)c1Br,2,0.9,-6,106,-5,-14,-3,0.5,96
COCCNC(=O)C(c1ccc(F)cc1)N(C(=O)CCC(=O)Nc1nccs1)c1ccc(C)cc1 (configuration not stated),-8,1.2,13,93,-10,6,-4,0.6,91
O=C(O)c1ccc(COc2c(F)c(F)c(F)c(F)c2F)o1,-10,0.2,-6,63,-6,-2,-6,0.1,75
O=C(Nc1ccc(S(=O)(=O)NC2=NCCCCC2)cc1)c1ccc(C(F)(F)F)cc1,3,2.4,19,101,·,-10,·,2.2,104
COc1cccc(-c2[nH]nc3c2C(c2ccoc2)C(C#N)=C(N)O3)c1 (configuration not stated),0,2.3,10,101,10,-7,7,-0.2,104
C/C(=N\NC(=S)Nc1ccc(C)cc1)c1cc2ccccc2o1,2,-2.3,7,100,13,-11,-7,-0.8,98
O=C(/C=C/c1ccco1)Nc1ccc2c(c1)OCO2,-5,-1.6,58,100,37,20,1,-0.3,99
CN1CC2=Cc3ccccc3OC23Oc2ccccc2C=C3C1,14,6.5,-26,113,22,7,0,1.9,120
COc1ccc(Cl)cc1C(=O)NNC1CC(=O)N(Cc2ccc(Cl)cc2)C1=O (configuration not stated),0,-0.9,0,105,28,-3,-10,1.0,103
CN1CCc2c1nc1ccccc1c2NC(=O)CN1CCCC1,3,0.9,46,105,15,-12,-3,-0.5,105
O=C1CCC/C1=C/Nc1cccc(F)c1,-2,-0.4,20,100,5,-3,-5,0.4,99
CC(C)CCn1c(SCCc2ccccc2)nc2c1c(=O)[nH]c(=O)n2C,10,-2.2,10,105,4,3,1,-0.9,106
O=C1OC(c2ccccc2)/C(=C(/O)c2ccccc2)C1=O (configuration not stated),5,-0.9,8,99,-4,5,-3,-0.5,98
C=CCn1c(SCC(=O)NC2CC2)nnc1-c1cccs1,3,-0.7,38,101,1,0,2,0.8,103
Cc1ncc([N+](=O)[O-])n1CC(=O)Nc1ccc(Cl)cc1,5,1.0,33,102,11,-1,-5,0.7,105
CCNC(=O)c1cc2c(=O)n3cccc(C)c3nc2n(CCc2ccccc2)c1=N,7,0.4,-11,120,32,0,0,-0.2,119
Cn1c(CN2CCCCC2)c(C#N)c2ccccc21,6,-1.4,5,105,-18,0,·,-1.1,105
CCO[C@H]1OC(C(=O)Nc2ccccc2)=C[C@@H](C2CC2)[C@@H]1CCCO,-2,-1.6,56,103,6,-11,-6,-0.4,102
O=C(Cc1ccc([N+](=O)[O-])cc1)NCc1ccccc1Cl,1,-0.4,0,146*,6,-3,-3,0.3,108
CN(CCC1CCCCO1)C(=O)CCc1nnc(CCCCc2ccccc2)o1 (configuration not stated),-7,-1.0,3,101,-25,-6,-6,2.1,93
O=C(NCCN1CCN(c2ccccc2)CC1)c1cccn2c(=O)c3ccccc3nc12,16,-0.8,-19,102,20,-4,-11,0.7,126
CCOc1ccc(CC(=O)Nc2ccc(S(=O)(=O)N3CCCC3)cc2)cc1,5,2.8,37,99,7,-7,-1,6.3,104
CCc1nc(N)c(C#N)c(-c2cccn2C)c1C,17,-0.5,·,117,·,-15,-1,-0.4,121
CCCCCOc1ccc(N2C(=O)CC(N(O)c3ccccc3)C2=O)cc1 (configuration not stated),4,-0.5,14,104,19,-13,-1,-0.7,111
O=C(COC(=O)Cc1cccs1)Nc1ccccc1,-2,-0.3,9,98,23,4,-5,1.6,100
O=C(CCCC(=O)c1ccccc1)Nc1ccc(F)cc1,6,-0.4,34,104,6,-4,-10,-0.9,109
CCOc1ccc(CN(C)C(C)C(=O)Nc2ccc([N+](=O)[O-])cc2Cl)cc1OC (configuration not stated),-2,-1.8,-1,139*,23,-1,-5,-0.8,98
O=C(/C=C/c1cccc(Br)c1)NC1CCN(Cc2ccccc2)CC1,9,6.8,-3,102,23,8,-13,4.7,121
CN1CCN(S(=O)(=O)c2ccc(Cl)cc2)CC1,1,0.0,34,100,25,0,-7&-9,1.7,104
COc1cc(C)c(S(=O)(=O)NC2CC(C)(C)NC(C)(C)C2)cc1C,-2,0.3,5,100,-1,12,1,0.5,99
O=C(Nc1cccc2nsnc12)c1ccc(-c2cccc(Cl)c2)o1,-3,-1.0,27,100,4,-7,-4,-0.9,91
COCCCn1c(SCC(=O)NC(C)C)nnc1-c1ccccc1,2,-0.2,13,101,3,5,-2,0.7,103
Cc1oc2c(c1C(=O)NCc1cc(C(=O)O)co1)CCCC2,5,0.1,12,108,·,-5,-1,-0.4,111
COC(=O)Nc1cc(C)n(-c2ccccc2)n1,-22,0.5,39,92,22,1,-6,1.5,89
c1ccc(-c2nnc(SCc3nc4ccccc4[nH]3)n2Cc2ccco2)nc1,7,7.9,72*,98,20,-10,-4,6.1,100
O=C1CC(c2ccco2)CC(O)=C1C=Nc1cc(Cl)cc(Cl)c1 (configuration not stated),4,3.5,31,102,4,-11,3,-0.4,101
Cn1c(C(=O)O)c(CC(=O)N2CCC(Cc3ccccc3)CC2)c2ccccc21,-4,0.7,-3,102,29,-8,-3,-0.1,99

Screening results from PubChem BioAssay.
